CHO parental Ca = counter-screen for OX1R antagonists: effect in parental CHO cells. parental CHO-K1, ATP-induced calcium, Fluo-8 fluorescence. actives 0.63% (n = 330,000). AID 463079. inhibition, % at 5.6 µM;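 active = inhibition above that plate's mean sample inhibition plus 3 SD, cut at about 26% in these data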;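 also: 0% = ATP-challenged DMSO wells and 100% = DMSO wells without ATP; some compounds past the cut are filed as inactive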
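Material: Parental CHO cells | Reagent: ATP | Compound dosing: Single nominal dose of 5.6 µM per compound | Detection: Intracellular calcium via Fluo-8 no-wash fluorescent dye | Read-out: % inhibition of ATP-induced calcium mobilization | Benchmarks: Low control ATP plus DMSO, high control DMSO only | Replicates: Singlicate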
CHO-K1 Ca antag = M1 antagonist counterscreen hit in parental CHO-K1 cells; ATP-induced calcium, Fluo-8 fluorescence; AID 602250; actives 0.6% (n = 360,000); inhibition, % at 3 µM;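 active = inhibition above a per-plate cutoff, the plate's mean sample inhibition plus 3 SD, cut at about 24% in these data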;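 also: 0% = DMSO plus EC80 ATP and 100% = DMSO alone without ATP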
M1 antag = human CHRM1 antagonism; P11229; CHO-K1 hM1, Fluo-8 calcium fluorescence, ACh EC80 antagonist; inhibition, % at 3 µM; actives 1.3% (n = 360,000); AID 588852;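 active = percent inhibition above its own plate's cutoff, namely the mean of that plate's compound wells plus 3 SD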;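 also: peak over basal fluorescence ratio during 140 s after agonist addition; 0% = ACh EC80 plus DMSO and 100% = DMSO alone without agonist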
OXTR potentiator = human OXTR potentiation; actives 0.061% (n = 320,000); P30559; CHO-OTR cells, Fluo-8 calcium fluorescence, potentiator mode; 0% = oxytocin EC15, 100% = EC100; AID 2445; activation, % at 3 µM;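 active = activation above that plate's cutoff, the mean activation of tested compounds plus 3 SD, cut at about 6.6% in these data, passing the limit was not always enough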;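 also: 100% uses oxytocin at 75 nM as the full agonist control; some results filed as inactive read as strong as hits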
Target sequence (P30559 whole entry, looked up): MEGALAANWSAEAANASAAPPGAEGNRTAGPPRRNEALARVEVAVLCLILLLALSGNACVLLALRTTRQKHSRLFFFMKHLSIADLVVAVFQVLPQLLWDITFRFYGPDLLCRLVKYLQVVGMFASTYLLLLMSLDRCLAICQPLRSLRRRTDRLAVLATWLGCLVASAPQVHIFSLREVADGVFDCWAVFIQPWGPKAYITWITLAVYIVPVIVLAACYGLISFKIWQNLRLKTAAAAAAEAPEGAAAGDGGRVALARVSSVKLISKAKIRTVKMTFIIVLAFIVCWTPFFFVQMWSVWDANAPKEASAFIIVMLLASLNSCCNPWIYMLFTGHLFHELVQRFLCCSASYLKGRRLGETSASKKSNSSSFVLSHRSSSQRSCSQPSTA
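Assay system: CHO cell line stably expressing human OTR | Also added: Oxytocin at about EC15, sub-maximal agonist stimulus | Times: Compound 6 min at room temperature before oxytocin, 100 s read | Measured by: Fluo-8 intracellular calcium fluorescence, ex 470-495, em 515-575 nm | Controls: EC15 oxytocin alone as 0%, 75 nM oxytocin as 100%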
CHO-K1 Ca PAM = nonselective activator or artifact in parental CHO-K1 calcium assay. activation, % at 3 µM. AID 602247. ATP EC20, Fluo-8 calcium fluorescence; 0% at ATP EC20, 100% at ATP max. actives 0.02% (n = 360,000);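 active = activation above the run cutoff, the mean activation of all test compounds plus 3 SD, cut at about 40% in these data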;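 also: peak over basal fluorescence ratio in a 140 s read after ATP addition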
CHO-K1 Ca ag = M1 agonist counterscreen hit in parental CHO-K1 cells; activation, % at 3 µM; AID 602248; Fluo-8 calcium fluorescence; scaled to maximal ATP response, vehicle zero; actives 0.48% (n = 360,000); in the data active = activation above about 15%;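 also: untransfected CHO-K1 host cells lacking M1 receptor as counterscreen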
TAAR1 antagonist = antagonists of human TAAR1; AID 624466; CHO RD-HGA16 TAAR1, Fluo-8 calcium fluorescence, antagonist; Q96RJ0; actives 1.5% (n = 360,000); inhibition, % at 3 µM;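 active = inhibition above a per-plate cutoff, the mean inhibition of test compounds on that plate plus 3 SD, cut at about 49% in these data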;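 also: 0% = DMSO plus EC80 beta-PEA response and 100% = DMSO alone without agonist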
Target sequence (Q96RJ0 whole entry, looked up): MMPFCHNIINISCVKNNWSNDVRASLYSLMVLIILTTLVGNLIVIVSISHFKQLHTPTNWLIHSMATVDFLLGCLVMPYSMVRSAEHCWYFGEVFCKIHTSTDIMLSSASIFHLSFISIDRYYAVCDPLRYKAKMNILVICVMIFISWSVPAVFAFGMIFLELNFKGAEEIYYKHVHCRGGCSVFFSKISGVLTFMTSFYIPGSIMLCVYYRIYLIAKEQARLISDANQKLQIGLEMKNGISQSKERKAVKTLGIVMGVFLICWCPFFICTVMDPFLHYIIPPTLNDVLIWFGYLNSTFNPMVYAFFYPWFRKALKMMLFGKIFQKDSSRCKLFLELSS
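Material: CHO RD-HGA16 cells bearing hTAAR1; compound dosing: one-point dosing, 3 µM nominal final; schedule: dye loading 75 min at 37 °C, then 30 min room temperature; measured by: calcium fluorescence with Fluo-8; control set: vehicle and agonist controls; replication: n of 1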
TAAR1 ag = human TAAR1 agonism. Q96RJ0. CHO RD-HGA16 TAAR1, Fluo-8 calcium fluorescence; vehicle wells 0%, saturating PEA agonist 100%. activation, % at 3 µM. actives 0.99% (n = 360,000);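 active = activation above the mean activation of all test compounds in the run plus 3 SD, cut at about 38% in these data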
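Repeats: no replicates (n 1) | Material: CHO-derived RD-HGA16 cells with stable Gα16 and human TAAR1 | Technique: Kinetic Fluo-8 calcium fluorescence | Schedule: 17-24 h seeding, 75 min 37 °C dye, 30 min RT | Evaluation: % activation from peak over basal fluorescence ratio, DMSO-to-PEA scaled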
CHRM1 agonist = agonists of human M1 muscarinic receptor. CHO-K1 hM1, Fluo-8 calcium fluorescence, agonist mode; 0% DMSO, 100% acetylcholine EC100. activation, % at 3 µM. actives 0.33% (n = 360,000). AID 588814;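 active = activation above the run's mean compound activation plus 3 SD, cut at about 16% in these data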;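 also: peak over basal fluorescence ratio within a 140 s kinetic read after compound addition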
* hit, by the source's call. The order is random. About 4.2% of those tested had a hit in this group.

mol	CHO parental Ca	CHO-K1 Ca antag	M1 antag	OXTR potentiator	CHO-K1 Ca PAM	CHO-K1 Ca ag	TAAR1 antagonist	TAAR1 ag	CHRM1 agonist
CC(C)[C@H](N)c1nnc(SC/C=C/c2ccccc2)o1	-5	-6	-8	0	19	1.4	16	-1	-5
CCC(=O)Nc1nc(N)n(-c2ccccc2)n1	0	-15	1	-7	11	0.1	6	1	-3
Cc1ccc(S(=O)(=O)Cc2c(C)noc2C)cc1	-3	-18	-15	-5	22	0.6	-8	12	-6
O=C(c1ccccc1)N1CCN(c2ncccn2)CC1	-2	-13	-16	-10	21	0.9	-26	2	1
CC(=O)c1cc(F)c(N2CCCC2)cc1C	-11	-6	-24	-15	13	3.8	8	4	0
Cc1cc(C(=O)Nc2c(F)cc(F)cc2Br)no1	-3	11	12	-3	-7	-0.1	8	10	-4
CCOC(=O)c1ccc(NS(=O)(=O)c2c(N)[nH]c(=O)[nH]c2=O)cc1	-4	10	-6	1	1	0.0	12	7	-4
O=C(NCCCN1CCCC1)c1ccc2c(c1)N(Cc1ccccc1)CCS2	-14	-1	-5	0	-7	0.5	-9	6	-7
CSc1ncc(C(C)=O)c(C)n1	-22	-9	-9	-13	19	1.0	11	5	-1
C/C(CC(=O)Nc1ccc([N+](=O)[O-])cc1)=N/NC(=O)C1CC12CCC2 (stereo not drawn)	27	-10	-1	-9	8	0.6	-13	10	-4
Cc1ccc(NC(=O)Cc2ccc(-n3cccc3)cc2)c(C)c1	-4	2	-4	-1	-8	-0.2	14	0	-5
Cc1cccc(-n2c(SCC(=O)Nc3nonc3C)nnc2-c2ccoc2C)c1	-31	0	-19	-14	16	1.1	12	0	-5
Cc1nn(CCc2nc(-c3ccco3)cs2)c2[nH]c(=O)cc(C(F)(F)F)c12	-19	-9	-15	1	-13	-0.3	7	0	-1
CCCc1ccc(-c2cc(C(=O)Nc3ccc([N+](=O)[O-])cn3)c3ccccc3n2)cc1	-20	-8	-6	-4	19	-0.6	3	-1	-4
Cc1nnc2n(-c3ccccc3)c(=O)c3ccccc3n12	-2	-14	-4	-3	16	0.3	-15	1	-1

Record cards, from the list above:
O=C(NCCCN1CCCC1)c1ccc2c(c1)N(Cc1ccccc1)CCS2 in the list: CHO parental Ca: -14; CHO-K1 Ca antag: -1; M1 antag: -5; OXTR potentiator: 0; CHO-K1 Ca PAM: -7; CHO-K1 Ca ag: 0.5; TAAR1 antagonist: -9; TAAR1 ag: 6; CHRM1 agonist: -7
CCOC(=O)c1ccc(NS(=O)(=O)c2c(N)[nH]c(=O)[nH]c2=O)cc1 in the list: CHO parental Ca: -4; CHO-K1 Ca antag: 10; M1 antag: -6; OXTR potentiator: 1; CHO-K1 Ca PAM: 1; CHO-K1 Ca ag: 0.0; TAAR1 antagonist: 12; TAAR1 ag: 7; CHRM1 agonist: -4
Cc1ccc(NC(=O)Cc2ccc(-n3cccc3)cc2)c(C)c1 in the list: CHO parental Ca: -4; CHO-K1 Ca antag: 2; M1 antag: -4; OXTR potentiator: -1; CHO-K1 Ca PAM: -8; CHO-K1 Ca ag: -0.2; TAAR1 antagonist: 14; TAAR1 ag: 0; CHRM1 agonist: -5

Returning to the listing; the 3 compounds before the break are reprinted first.
mol	CHO parental Ca	CHO-K1 Ca antag	M1 antag	OXTR potentiator	CHO-K1 Ca PAM	CHO-K1 Ca ag	TAAR1 antagonist	TAAR1 ag	CHRM1 agonist
Cc1nn(CCc2nc(-c3ccco3)cs2)c2[nH]c(=O)cc(C(F)(F)F)c12	-19	-9	-15	1	-13	-0.3	7	0	-1
CCCc1ccc(-c2cc(C(=O)Nc3ccc([N+](=O)[O-])cn3)c3ccccc3n2)cc1	-20	-8	-6	-4	19	-0.6	3	-1	-4
Cc1nnc2n(-c3ccccc3)c(=O)c3ccccc3n12	-2	-14	-4	-3	16	0.3	-15	1	-1
O=C(CCNS(=O)(=O)c1ccccc1)OCc1nnc(-c2ccccc2)o1	-9	4	1	-5	-25	0.9	-10	5	-5
O=S(=O)(Nc1cccc(-n2cnnn2)c1)c1ccc(Cl)nc1	5	-16	-17	-4	17	0.3	-9	4	0
O=C(N/N=C/c1ccco1)c1cc(Br)ccc1OCc1ccccc1	-29	-6	-7	-5	5	1.4	4	-2	-7
Cc1cnc(NC(=O)c2sc(Nc3ccccc3)nc2N)o1	-14	-3	-1	-2	10	0.2	18	0	-3
CCOc1ccc(S(=O)(=O)N2CCN(C(=O)c3ccc(-n4cncn4)c([N+](=O)[O-])c3)CC2)cc1	-5	-17	-19	-11	12	1.7	-8	-1	-3
O=S(=O)(c1cccs1)N1CCN(CC(O)COC2CCCc3ccccc32)CC1 (stereo not drawn)	-8	4	-6	-18	6	0.7	9	11	-4
CCCCOc1ccccc1C1NC(=O)NC(C)=C1C(=O)OCc1ccco1 (stereo not drawn)	-10	-4	-11	-4	2	6.8	-29	1	-6
O=C(Nc1nnc(COc2ccccc2)s1)C1CCN(S(=O)(=O)c2ccc(Cl)cc2)CC1	-6	-5	0	-3	3	0.5	2	5	-4

Of the compounds above, these contain two or more sulfur atoms:
mol	CHO parental Ca	CHO-K1 Ca antag	M1 antag	OXTR potentiator	CHO-K1 Ca PAM	CHO-K1 Ca ag	TAAR1 antagonist	TAAR1 ag	CHRM1 agonist
O=S(=O)(c1cccs1)N1CCN(CC(O)COC2CCCc3ccccc32)CC1 (stereo not drawn)	-8	4	-6	-18	6	0.7	9	11	-4
O=C(Nc1nnc(COc2ccccc2)s1)C1CCN(S(=O)(=O)c2ccc(Cl)cc2)CC1	-6	-5	0	-3	3	0.5	2	5	-4

Assay outcomes (PubChem)
